PTHR1 agonist: qHTS for PTHR1 Agonists: Primary Screen; Parathyroid hormone/parathyroid hormone-related peptide receptor (Homo sapiens), Q03431; HEK293 GP2 PTHR1 cells, GloSensor cAMP luminescence, 1 h; Potency, µM (highest dose often 115 µM), for inactives: at the top dose activation, hits mostly activators; hit rate 0.075% among 410,000; note: nearly all actives have a fitted effect of over 55% in size; some results filed as inactive show a strong effect at the top dose; inactives centre near -15; many of its hits are not listed in these tables
Target sequence (Q03431 whole entry, looked up): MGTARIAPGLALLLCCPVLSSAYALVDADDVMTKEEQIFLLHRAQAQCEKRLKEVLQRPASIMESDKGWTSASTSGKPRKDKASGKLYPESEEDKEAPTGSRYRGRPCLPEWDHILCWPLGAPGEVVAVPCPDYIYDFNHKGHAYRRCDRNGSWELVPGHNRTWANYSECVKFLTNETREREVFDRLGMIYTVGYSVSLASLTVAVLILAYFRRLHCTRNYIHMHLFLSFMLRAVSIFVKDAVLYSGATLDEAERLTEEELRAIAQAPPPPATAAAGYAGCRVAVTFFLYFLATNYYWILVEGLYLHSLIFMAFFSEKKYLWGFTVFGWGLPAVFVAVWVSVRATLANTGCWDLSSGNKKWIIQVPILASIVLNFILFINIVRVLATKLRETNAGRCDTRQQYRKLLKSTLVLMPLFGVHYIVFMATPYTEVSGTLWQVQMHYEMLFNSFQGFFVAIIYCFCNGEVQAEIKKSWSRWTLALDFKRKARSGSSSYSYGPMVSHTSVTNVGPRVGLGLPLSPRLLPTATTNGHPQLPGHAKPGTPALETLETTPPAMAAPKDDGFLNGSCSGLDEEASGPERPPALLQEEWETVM
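HEK-293-derived GP2 cells expressing PTHR1 and a GloSensor cAMP reporter, 3,000/well, plated overnight, given luciferin plus IBMX (each 0.5 mM as added) for 1 h at 37 °C, then compound for 1 h at 37 °C. Luminescence was read after 15 min at room temperature.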
FUS suppressor: qHTS for Suppressors of FUS Proteinopathy: Primary screen using FUS-linked yeast assay; Potency, µM (highest dose often 76.6 µM), inactives show at the top dose growth rescue (activation), most hits filed as activators; S. cerevisiae FUS-expressing, growth rescue, OD600, 24 h; hit rate 0.24% among 390,000; AID 1347120, 2019;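 note: plate controls were DMSO vehicle for no effect and reference control for full effect; nearly all actives have a fitted effect of over 55% in size; some results filed as inactive show a strong effect at the top dose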
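FUS-expressing yeast, raffinose-pregrown, induced in 2% galactose minimal medium at OD 0.005; compounds in a dilution series, 24hr at 30C. Growth restoration read as absorbance at 600 nm. CP55940 positive control, DMSO negative.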
TDP-43 yeast inh: qHTS of TDP-43 Inhibitors; hit rate 1.8% among 410,000; TDP-43 expressing yeast growth rescue, BacTiter-Glo, 24 h; Potency, µM (series often up to 46.1 µM), without a hit: at the top dose growth rescue (activation), actives largely listed as activators; AID 652104, 2013; note: % of control where 0% means no effect; nearly all actives have a fitted effect of over 50% in size
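Luminescence from BacTiter-Glo reports growth of TDP-43-expressing yeast after 24 hr at 30 deg C with compound. Cells were raffinose-pregrown to mid-log, then seeded in galactose medium at OD600=0.02.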
Numbers without * were called inactive; i = inactive; ? = inconclusive; [ ] = another dose, or the depositor's remark. Calls come from the whole dose curve; as a rule, active = well fitted curve in the direction sought with a large enough effect; inconclusive = small, poorly fitted or top-dose-only effect, or another doubt; inactive = no such curve, though single readings can be large; an effect the other way counts as inactive or inconclusive. Potency is the fitted concentration of half-maximal effect. The list is partial; rates above refer to the full screens.

Screens in order: FUS suppressor | PTHR1 agonist | TDP-43 yeast inh
1) Cc1ccc(N2CCN(c3c(CN4CCCC4)c(=O)oc4ccccc34)CC2)c(C)c1
  -23% | 14% | 2%
2) CC(=O)N1CCc2c(sc3c2c(=O)n(Cc2ccccc2)c(=O)n3Cc2ccc(C)cc2)C1
  -22% | i | -4%
3) CC1=C(C(=O)Nc2ccccc2)C(c2ccncc2)n2nc(SCc3ccccc3F)nc2N1 (stereo not drawn)
  6% | -8% | -10%
4) O=C(NCCc1ccc(Cl)cc1)c1cnc2sc(N3CCOCC3)nn2c1=O
  -9% | i | 2%
5) Cc1ccc(C)c(CN2C(=O)c3ccccc3S(=O)c3ccc(C(=O)NCc4ccco4)cc32)c1 (stereo not drawn)
  8% | -22% | 12%
6) Cc1cc(NC(=O)CSc2nc(-c3ccccc3C)nc3c2c(=O)n(C)c(=O)n3C)no1
  -27% | i | ?
7) COc1ccc(-c2cc(C(=O)Oc3ccc(Br)cc3)c3ccccc3n2)cc1
  4% | i | 0%
8) CCN(Cc1ccccc1)C(=O)CCS(=O)(=O)c1cc(Br)cc2c1N(C(=O)C1CC1)CC2
  ? | 0% | 12%
9) COc1ccc2c(c1)c(=O)c(S(=O)(=O)c1ccc(C)cc1)cn2Cc1ccccc1C
  25% | -9% | -6%
10) CCn1c(=O)n(-c2cccc(Cl)c2)c(=O)c2sc3ccccc3c21
  -34% | -6% | 6%
11) COc1cccc(NC(=O)CSC2=Nc3ccccc3C3=NC(CCC(=O)NC4CCCCC4)C(=O)N23)c1 (stereo not drawn)
  -16% | -14% | 17%
12) CCc1ccc2occ(CC(=O)Nc3sc4c(c3C(=O)OC)CCC4)c2c1
  13% | 2% | 14%
13) COc1ccc(CNC(=O)c2cnc3sc(N4CCOCC4)nn3c2=O)cc1
  5% | i | 0%
14) CCOc1ccccc1CNC(=O)C1CCN(S(=O)(=O)c2c(C)noc2/C=C/c2ccccc2F)CC1
  0% | i | 0%
15) Cc1cc(=O)[nH]c2nnc(SCC(=O)NC(C)(C)C)n12
  -11% | 16% | 0%
16) CCc1ccc2nc(N3CCN(C(=O)C4CC4)CC3)sc2c1
  12% | -27% | ?
17) CC(C)(C)c1ccc(C(=O)Nc2cc(-c3nc4ccccc4o3)ccc2Cl)cc1
  -11% | i | 23%
18) CCOc1ccc(NC(=O)CSc2ncc3c(n2)-c2ccc(Cl)cc2N(Cc2ccccc2)S3(=O)=O)cc1
  -3% | -38%[inhibitor] | 5%
19) O=C(NCc1ccc(F)cc1)C1CCN(C(=O)c2ccc(-n3ccc4ccccc43)s2)CC1
  -12% | -79%[inhibitor] | 23%
20) COc1ccc(N2CCN(C(=O)c3cc4c(=O)oc5ccc(C)cc5c4s3)CC2)cc1
  -15% | -18% | 1%
21) COc1cc(NS(=O)(=O)c2c(C)nc3sc(C)c(C)n3c2=O)cc(OC)c1
  -22% | -43% | 10%
22) CCc1cccc(C)c1NC(=O)c1cc(S(=O)(=O)N2CCCCCC2)cn1C
  3% | -12% | 28%
23) CC(=O)N1CCCc2cc(S(=O)(=O)N(Cc3ccccc3)C(C)C)ccc21
  13% | -22% | 17%
24) COc1ccc(-c2cn3c(n2)sc2cc(C(=O)NCCCc4ccccc4)ccc23)cc1
  13% | i | 19%
25) COc1cccc(OCc2nc3ccccc3n2Cc2ccccc2)c1
  -3% | -60%[inhibitor] | 22µM*
26) CCOC(=O)c1c(C)oc2nc(C)nc(Nc3cccc(OC)c3)c12
  -24% | i | 14%
27) CCCCN(CC)CCNC(=O)Cn1c(=O)c2cccn2c2cccnc21
  -6% | -20% | 5%
28) Cc1ccc(-n2c(=O)c3ccc(C(=O)NCc4ccco4)cc3n(Cc3ccc(Cl)cc3)c2=O)cc1
  -2% | -11% | 7%
29) Cc1ccc(-c2onc(C)c2C)cc1S(=O)(=O)NCc1ccco1
  24% | -46%[inhibitor] | ?
30) COc1ccc(-c2cccc(NS(=O)(=O)c3ccc(C)s3)c2)nn1
  14% | -27% | 20%

Filtered by structure: the entries above containing an aryl methoxy group.
Screens in order: FUS suppressor | PTHR1 agonist | TDP-43 yeast inh
7) COc1ccc(-c2cc(C(=O)Oc3ccc(Br)cc3)c3ccccc3n2)cc1
  4% | i | 0%
9) COc1ccc2c(c1)c(=O)c(S(=O)(=O)c1ccc(C)cc1)cn2Cc1ccccc1C
  25% | -9% | -6%
11) COc1cccc(NC(=O)CSC2=Nc3ccccc3C3=NC(CCC(=O)NC4CCCCC4)C(=O)N23)c1 (stereo not drawn)
  -16% | -14% | 17%
13) COc1ccc(CNC(=O)c2cnc3sc(N4CCOCC4)nn3c2=O)cc1
  5% | i | 0%
20) COc1ccc(N2CCN(C(=O)c3cc4c(=O)oc5ccc(C)cc5c4s3)CC2)cc1
  -15% | -18% | 1%
21) COc1cc(NS(=O)(=O)c2c(C)nc3sc(C)c(C)n3c2=O)cc(OC)c1
  -22% | -43% | 10%
24) COc1ccc(-c2cn3c(n2)sc2cc(C(=O)NCCCc4ccccc4)ccc23)cc1
  13% | i | 19%
25) COc1cccc(OCc2nc3ccccc3n2Cc2ccccc2)c1
  -3% | -60%[inhibitor] | 22µM*
26) CCOC(=O)c1c(C)oc2nc(C)nc(Nc3cccc(OC)c3)c12
  -24% | i | 14%
30) COc1ccc(-c2cccc(NS(=O)(=O)c3ccc(C)s3)c2)nn1
  14% | -27% | 20%

(listing goes on)
Screens in order: FUS suppressor | PTHR1 agonist | TDP-43 yeast inh
31) CN(C)c1ccc(CNC(=O)c2ccc(NC(=O)N3CCCCc4ccccc43)cc2)cc1
  ? | i | 8%
32) COc1ccccc1CNc1nc2ccc(Cl)cc2n2cnnc12
  4% | 24% | -9%
33) Cc1cc2n(n1)C(c1cc(C(C)(C)C)c(O)cc1O)Nc1ccccc1-2 (stereo not drawn)
  -2% | i | 0%
34) COCCCNC(=O)c1ccc(Cn2c(=O)c3ccccc3n(CC(=O)Nc3ccc(C)cc3C)c2=O)cc1
  -26% | ? | 1%
35) Cc1ccc(S(=O)(=O)c2nc(-c3ccccc3F)oc2N2CCCCC2)cc1
  17% | -26% | -15%
36) O=C(Cn1c(=O)nc(-c2ccccc2)c2cc(Cl)ccc21)N1CCN(c2ccccc2F)CC1
  -9% | 0% | 18%
37) CCOc1ccc(NC(=O)c2cc3c(n(-c4ccc(OC)cc4)c2=O)CC(C)(C)CC3=O)cc1
  -9% | i | 5%
38) COc1cc2c(cc1OC)n(CC(=O)c1ccc(C)cc1)c(=O)n1nc(CCn3nc(C)cc3C)nc21
  21% | -5% | -15%
39) CCCCc1nn2c(=O)cc(COC(=O)c3ccccc3NC(=O)C3CCCCC3)nc2s1
  4% | -74%[inhibitor] | 19%
40) Cc1nc(SCC(=O)Nc2nsc(-c3ccc(C(C)(C)C)cc3)n2)c2c3c(sc2n1)CCCC3
  11% | ? | -7%
41) Cc1cccc(C(=O)N2CCc3cc(CNC(=O)c4ccco4)ccc32)c1
  25% | -80%[inhibitor] | 37%
42) O=C(Cn1cc(S(=O)(=O)N2CCN(c3ccccc3F)CC2)c2ccccc2c1=O)Nc1ccc(F)cc1Cl
  -4% | 28% | 13%
43) O=C(O)CSc1c2c(nc3cc(C(=O)Nc4ccc(F)c(Cl)c4)ccc13)CCC2
  -4% | -6% | -1%
44) CC(=O)Nc1ccc(Nc2ncnc3c2c(-c2ccccc2)cn3-c2ccc(C)c(Cl)c2)cc1
  ? | i | 16µM*
45) COc1ccccc1/C=C/c1nc(C#N)c(N2CCN(c3ccccc3)CC2)o1
  8% | -22% | 4%
46) Cc1ccc(C)c(OCCSc2nc3ccccc3n2CC(=O)N2CCOCC2)c1
  23% | i | 0%
47) COc1cccc(-n2c(=O)c3sc4ccccc4c3n(CC(=O)Nc3cccc(Cl)c3)c2=O)c1
  5% | -18% | -2%
48) O=C1CN(C(=O)C2CCCCC2)C(c2ccccc2)c2cc(F)ccc2N1 (stereo not drawn)
  -4% | -63%[inhibitor] | 23%
49) CCCCN(CC)CCCNC(=O)CCN1N=C(c2ccc(OC)cc2)CCC1=O
  4% | -11% | 11%
50) CSc1ccc(CCNC(=O)C(C)n2c(C)c3cnn(-c4ccccc4)c(=O)c3c2C)cc1 (stereo not drawn)
  38% | -11% | 13%
51) CCCCOC(=O)c1ccc(NS(=O)(=O)c2c(C)nc3scc(C)n3c2=O)cc1
  -4% | -27% | -15%
52) CCn1c(=O)sc2cc(NS(=O)(=O)c3ccc(F)c(C)c3)ccc21
  19% | -26% | 0%
53) CCOc1ccc(C(CC(=O)O)N2Cc3ccccc3C2=O)cc1OC (stereo not drawn)
  6% | -16% | 14%
54) COc1ccc(N2CCN(c3c4c(nc5nncn35)CCC4)CC2)cc1
  -4% | -8% | ?
55) CCc1cccc(C)c1NC(=O)Cn1cnc2c1c(=O)n(C)c(=O)n2C
  -23% | i | 11%
56) COc1cccc(C(=O)Nc2cccc(C(=O)OCc3cc(=O)n4nc(C(C)C)sc4n3)c2)c1
  -13% | i | 11%
57) O=C(Cn1ncc2c3ccccc3n(Cc3ccc(F)cc3)c2c1=O)NCc1ccccn1
  25% | -40%[inhibitor] | 20%[9.22 µM]
58) CCSc1nc2n(n1)C(c1ccc(Cl)cc1Cl)C(C(=O)Nc1ccccc1C)=C(C)N2 (stereo not drawn)
  -8% | -1% | 21%
59) CCN(C(=O)Cn1nc(Cc2cccnc2)c2ccccc2c1=O)c1ccccc1F
  4% | -51%[inhibitor] | -4%
60) O=C(NC1CC(=O)N(c2ccc(Cl)cc2)C1)c1ccc(S(=O)(=O)N2CCCC2)cc1 (stereo not drawn)
  14% | -76%[inhibitor] | -3%

Screens in order: FUS suppressor | PTHR1 agonist | TDP-43 yeast inh
61) CCC(=O)N1CCc2cc(CNC(=O)Cc3ccc(OC)c(OC)c3)ccc21
  1% | i | 12%
62) Cc1cccc(N2CCN(C(=O)c3cccn4c(=O)c5cc(Cl)ccc5nc34)CC2C)c1 (stereo not drawn)
  -11% | -47%[inhibitor] | 7%
63) CSc1cccc(NC(=O)C(c2ccccc2)N2Cc3ccccc3C2=O)c1 (stereo not drawn)
  5% | i | 0%
64) CCOc1ccc(C2C(=O)N(C3CCCCCC3)CC(=O)N2Cc2ccccc2)cc1OC (stereo not drawn)
  ? | i | -12%
65) Cc1cc(C)c(S(=O)(=O)Nc2cc(Cl)c3oc4c(c3c2)C(=O)CCC4)cc1C
  7% | -20% | -9%
66) Cc1ccc2oc(C(=O)Nc3sc4c(c3C(=O)NCc3ccccc3)CCCC4)cc(=O)c2c1
  6% | i | 0%
67) O=C(COc1ccccc1)Nc1sc2c(c1C(=O)Nc1ccccc1Cl)CCCCC2
  11% | -54%[inhibitor] | 12%
68) Cc1ccc(NC(=O)c2cc(S(=O)(=O)N3CCC4(CC3)OCCO4)ccc2F)cc1Cl
  43% | 0% | -4%
69) CCOC(=O)N1CCC2(CC1)OC(=O)C(C)=C2C(=O)NCc1ccc(C)cc1
  7% | i | -1%
70) Cc1sc2ncn(CC(=O)N3CCN(c4ccccc4F)CC3)c(=O)c2c1S(=O)(=O)N1CCN(c2ncccn2)CC1
  10% | -94%[inhibitor] | 16%
71) CC1CN(C(=O)N2CCC(C(=O)N3CCN(c4ccccc4)CC3)CC2)c2cc(Cl)ccc2O1 (stereo not drawn)
  42% | -12% | 56%
